Assay outcomes: PubChem, National Center for Advancing Translational Sciences (NCATS)
BCR signal inh – qHTS Assay to Find Inhibitors of Chronic Active B-Cell Receptor Signaling; ABC-DLBCL IkBa-CBG/CBR reporter, luminescence ratio, 4 h; Potency, µM (highest dose often 46.1 µM), for the others: at the highest dose ratio change, negative = lower green/red ratio, most hits filed as inhibitors; hit rate 0.05% among 340,000; AID 493014, 2011; active means well fitted inhibition curve with a large enough effect in the signal ratio, with a control signal flat, not every such curve was filed as active; inconclusive means small, poorly fitted or top-dose-only effect, or effect the other way, or a change in a side signal; the % refers to the signal ratio;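 further: potency means the concentration at half of the fitted maximal effect; plate controls were basal doxycycline-induced cells for no effect and cells given 10 µM MG132 for full effect; MG132 reads +100%, hits lower the ratio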
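Compounds up to 46 uM were incubated four hours with TMD8 cells whose green CBG68 luciferase is fused to IkappaBalpha; red CBR luminescence normalised the signal, and concentration-effect curves were fitted to fusion, red and ratio data.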
uPA surface inh – qHTS for Inhibitors of Cell Surface uPA Generation. cell surface uPA generation assay, qHTS. Potency, µM (top dose mostly 38.3 µM), for the others: at the top dose activity change, negative = inhibition, actives largely listed as inhibitors. hit rate 0.31% among 330,000. AID 540303, 2011; active means well fitted inhibition curve with a large enough effect; inconclusive means small, poorly fitted or top-dose-only effect; inactive means no such curve, though single readings can be large or run the other way; tested in mouse RAW 264.7 cells; further: potency means the concentration at half of the fitted maximal effect; on the % scale 0 is the no-effect control and ±100 the full control effect; nearly all actives have a fitted effect of over 55% in size
USP2a block – qHTS Assay for Inhibitors of Ubiquitin-specific Protease USP2a Using CHOP2 as the Reporter. USP2 core, Ub-CHOP2 coupled fluorogenic reporter, 485/531. hit rate 0.01% among 330,000. Potency, µM (doses to about 38.3 µM), for the others: at the top dose activity change, negative = inhibition, usual class: inhibitors. Ubiquitin carboxyl-terminal hydrolase 2 (Homo sapiens), O75604;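 further: potency means the concentration at half of the fitted maximal effect; plate controls were DMSO wells for no effect and full inhibition by NEM control for full effect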
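Cell-free coupled assay: 10nM USP2 core preincubated 30min RT with compound in Tris-HCl pH 8.0/CaCl2/CHAPS buffer, then 25nM Ub-CHOP2 and 25nM reporter substrate; fluorescence (Ex 485/Em 531) read after 60min RT, normalized to NEM inhibition, concentration-response curves fitted.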
Mito fusion yeast – qHTS Assay for Small Molecule Inhibitors of Mitochondrial Division or Activators of Mitochondrial Fusion. AID 485298, 2010. Potency, µM (highest dose often 46.1 µM), for the others: at the top dose growth rescue (activation), usual class: activators. hit rate 0.23% among 320,000. S. cerevisiae fusion-defective mutant growth rescue, CellTiterGlo 48 h;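 further: potency means the concentration at half of the fitted maximal effect; % of control where 0% means no effect; nearly all actives have a fitted effect of over 45% in size; temperature-sensitive fusion mutants such as fzo1-1 at 37 °C on non-fermentable ethanol glycerol medium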
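Compounds are tested for their ability to restore growth of mitochondrial fusion-defective yeast strains at non-permissive 37C in YPEG medium over 48 hours. Viability is quantified by luciferase luminescence.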
TCR activator – Activators of T cell receptors: qHTS campaign | Potency, µM (series often up to 9.22 µM), inactives show at the highest dose activation of IL-2 secretion, usual class: activators | 330,000 tested, under 10 active | primary human leukocytes, anti-CD3, IL-2 HTRF, 48 h | AID 504894, 2011; further: % of control where 0% means no effect
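Human primary leukocytes + a-CD3 beads + cpd, 48 hr; IL-2 in supernatant by HTRF (ex 320nm / em 665nm). No co-stimulatory signal supplied.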
Tb PFK block – qHTS Assay to Find Inhibitors of T. brucei phosphofructokinase; T. brucei PFK, ADP-Glo luminescence; Potency, µM (titrated, usually from 57.5 µM), without a hit: at the highest dose activity, negative = inhibition, usual class: inhibitors; hit rate 0.17% among 330,000;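 further: potency means the concentration at half of the fitted maximal effect; 0% = uninhibited 1x PFK enzyme wells and -100% = no-enzyme wells; nearly all actives have a fitted effect of over 60% in size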
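In TEA buffer at pH 8.0 with 5 mM MgCl2, enzyme (1.25 nM) converted F6P (0.5 mM) and ATP (0.1 mM) for 45 min at room temperature. ADP product was read by luciferase luminescence.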
B2AR arrestin – qHTS assay of beta-arrestin-biased ligands of beta2-adrenergic receptor; Beta-2 adrenergic receptor (Homo sapiens), P07550; beta-arrestin recruitment to beta2AR, cell-based reporter; Potency, µM (doses to about 46.1 µM), inactives show at the top dose activation, actives largely listed as activators; hit rate 0.02% among 330,000; AID 492947, 2010;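 further: potency means the concentration at half of the fitted maximal effect; 0% = DMSO controls and full agonism = EC100 isoproterenol or metaproterenol; nearly all actives have a fitted effect of over 65% in size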
Target sequence (P07550 whole entry, looked up): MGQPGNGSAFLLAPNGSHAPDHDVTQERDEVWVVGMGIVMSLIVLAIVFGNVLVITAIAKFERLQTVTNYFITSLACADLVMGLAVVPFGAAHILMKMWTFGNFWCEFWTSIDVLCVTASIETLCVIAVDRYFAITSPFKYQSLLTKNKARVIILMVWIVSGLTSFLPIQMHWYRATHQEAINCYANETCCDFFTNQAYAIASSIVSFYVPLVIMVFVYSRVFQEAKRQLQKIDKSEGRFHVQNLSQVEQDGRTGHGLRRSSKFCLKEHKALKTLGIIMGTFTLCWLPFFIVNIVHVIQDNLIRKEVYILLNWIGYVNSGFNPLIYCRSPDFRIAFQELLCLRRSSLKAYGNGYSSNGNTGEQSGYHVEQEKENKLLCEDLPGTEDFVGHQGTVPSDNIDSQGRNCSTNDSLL
ELG1 DNA repair – qHTS screen for small molecules that inhibit ELG1-dependent DNA repair in human embryonic kidney (HEK293T) cells expressing luciferase-tagged ELG1 | HEK293T ELG1-luciferase reporter, luminescence, 16 h; DNA damage induced by 5-fluorouridine | Potency, µM (doses to about 46.1 µM), inactives show top-dose activity change, negative = inhibition, hits mostly inhibitors | hit rate 2.3% among 330,000; further: potency means the concentration at half of the fitted maximal effect; on the % scale 0 is the no-effect control and ±100 the full control effect; nearly all actives have a fitted effect of over 55% in size
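HEK293T cells expressing luciferase-tagged ELG1 (2,000/well) received 5-Fluorouridine plus compound or DMSO for 16 hr at 37 °C. Luciferase was read by ONE-Glo luminescence after 30 min at room temperature.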
TSG101-PTAP inh – qHTS Assay for Iinhibitors of HIV-1 Budding by Blocking the Interaction of PTAP/TSG101. Tumor susceptibility gene 101 protein (Homo sapiens), Q99816. Fluorescence polarization, FITC-PTAP peptide / Tsg101 binding. Potency, µM (doses to about 115 µM), for inactives: top-dose activity change, negative = inhibition, actives largely listed as inhibitors. 340,000 tested, under 10 active. AID 493005, 2010; active means well fitted inhibition curve with a large enough effect in the main read-out, with a control signal flat, not every such curve was filed as active; inconclusive means small, poorly fitted or top-dose-only effect, or effect the other way, or a change in a side signal; inactive means no such curve, though single readings can be large or run the other way; further: potency means the concentration at half of the fitted maximal effect; % of control where 0% means no effect
Target sequence (Q99816 whole entry, looked up): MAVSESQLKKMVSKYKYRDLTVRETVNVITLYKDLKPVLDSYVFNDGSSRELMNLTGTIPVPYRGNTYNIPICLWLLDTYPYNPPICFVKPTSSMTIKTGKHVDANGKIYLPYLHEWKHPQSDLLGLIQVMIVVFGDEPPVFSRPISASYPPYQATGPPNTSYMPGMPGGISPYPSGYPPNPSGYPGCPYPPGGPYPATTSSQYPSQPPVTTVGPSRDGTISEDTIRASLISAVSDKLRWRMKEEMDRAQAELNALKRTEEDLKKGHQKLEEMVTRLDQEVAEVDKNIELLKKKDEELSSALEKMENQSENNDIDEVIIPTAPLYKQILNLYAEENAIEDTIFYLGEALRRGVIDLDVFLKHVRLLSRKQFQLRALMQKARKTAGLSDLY
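Compounds were pin-transferred onto Tsg101 binding domain (10 uM final) in HEPES pH 7.5 buffer, then FITC-PTAP peptide was added at 50 nM final. After 20 min at RT, polarization reported peptide displacement across a qHTS concentration series.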
Eya2 phos inh – qHTS Assay for Inhibitors of the Phosphatase Activity of Eya2; recombinant Eya2, OMFP fluorescence dephosphorylation (OMFP is methylfluorescein phosphate); Potency, µM (titrated, usually from 76.9 µM), for the others: at the top dose activity, negative = inhibition, usual class: inhibitors; hit rate 0.006% among 330,000; Protein phosphatase EYA2 (Homo sapiens), O00167; AID 488837, 2010; further: potency means the concentration at half of the fitted maximal effect; on the % scale 0 is the no-effect control and ±100 the full control effect
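Eya2 protein (added as 0.2 uM solution) was preincubated with compound for 10 min at ambient temperature in 50 mM HEPES pH 7.5, 50 mM NaCl, 5 uM MgCl2, 0.05% BSA, 1 mM DTT. OMFP (added at 50 uM) then reacted 10 min; fluorescence read at 485/525 nm.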
TSHR antag – Antagonists of the Thyroid Stimulating Hormone Receptor: HTS campaign. Thyrotropin receptor (Homo sapiens), P16473. TSHR-expressing cells, TSH-stimulated cAMP HTRF, 2 h; active compounds read low. activity change, negative = inhibition, % at 11.5 µM. hit rate 0.2% among 330,000. AID 504810, 2011;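 active means activity change below a set negative limit, meaning inhibition stronger than a set level, cut at about -70% in these data; inconclusive means activity change between two set negative limits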; further: on the % scale 0 is the no-effect control and ±100 the full control effect
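Competitive HTRF cAMP read-out (cryptate anti-cAMP antibody, cAMP-d2; 30 min, room temperature) in freshly harvested TSHR cells. Compounds added before TSH at EC80 (4nM final), followed by 2 hours' incubation at 37 deg C.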
Starred values were filed as active, the others as inactive; ? = inconclusive; . = not tested or not shown; [ ] = dose if it differs, or a comment. Unless noted, the call rests on the fitted dose curve; in most records, active means well fitted curve in the direction sought with a large enough effect; inconclusive means small, poorly fitted or top-dose-only effect, or another doubt; inactive means no such curve, though single readings can be large; an effect the other way counts as inactive or inconclusive.

SMILES	BCR signal inh	uPA surface inh	USP2a block	Mito fusion yeast	TCR activator	Tb PFK block	B2AR arrestin	ELG1 DNA repair	TSG101-PTAP inh	Eya2 phos inh	TSHR antag
CC(CC(F)(F)F)N1CCC(n2nccc2NC(=O)CCCc2ccccc2)CC1 (stereo unspecified)	3%	-11%	0%	-2%	-3%	-14%	-1.0%	-5%	-6%	1%	2
O=C(COC(=O)c1cc(S(=O)(=O)N2CCOCC2)ccc1F)NC1CCCCC1	12%	14%	1%	6%	3%	-2%	0.3%	14%	-11%	24%	-8
CCn1c(Oc2ccccc2C)nc2c1c(=O)n(C)c(=O)n2C	8%	-2%	-1%	3%	.	-1%	-1.2%	?	-3%	0%	-8
O=C(CN1C(=O)C2C3C=CC(C3)C2C1=O)Nc1ccc(C(=O)O)cc1 (stereo unspecified)	1%	.	1%	0%	1%	-7%	-0.5%	-3%	-5%	-7%	0
COCC1CCN(C(=O)c2cc(COc3ccc4c(c3)CCCC4)on2)C1 (stereo unspecified)	-3%	-2%	-4%	-7%	-1%	-1%	0.2%	6%	-3%	-2%	6
NNC(=O)c1nc(-c2cccc(-n3cccc3)c2)no1	-7%	2%	0%	-6%	-2%	-4%	-0.6%	?	0%	-8%	-7
N#C/C(=C\c1cc([N+](=O)[O-])c(N2CCCCC2)cc1N1CCCCC1)c1nn(-c2ccccc2)c(N)c1C#N	5%	1%	1%	1%	1%	5%	-1.0%	-2%	-6%	-5%	-10
Cc1cc(C)c(NC(=S)NCCCSC2CCCCC2)c(C)c1	-3%	4%	1%	-2%	-1%	-11%	-0.2%	?	-4%	-15%	-9
CC(C(=O)NC1CCCCC1)N(Cc1ccccc1)C(=O)c1snc(C(N)=O)c1N (stereo unspecified)	0%	16%	1%	2%	1%	0%	0.2%	-7%	2%	3%	-1
COc1ccccc1C1N(c2cc(Cl)ccc2OC)C(=O)C2CCCN21 (stereo unspecified)	-3%	-1%	-1%	2%	2%	-2%	0.2%	-4%	-3%	-8%	0
Cc1cc(F)ccc1S(=O)(=O)Nc1ccccc1C(=O)NC1CCN(Cc2ccccc2)CC1	-11%	-5%	-1%	11%	3%	7%	0.3%	4%	-2%	1%	5
CCOC(=O)c1ccc(NC(=O)CN2C(=O)C(C)SC(C)C2=O)cc1 (stereo unspecified)	2%	-2%	1%	-3%	-4%[46.1 µM]	-1%	-0.7%	16%	-2%	-1%	13
CC(=O)Nc1ccccc1C(=O)C(=O)Nc1ccc(F)cc1	?	.	1%	2%	-4%	1%	-0.5%	?	-7%	-12%	-14
O=C1CN2C(=Nc3ccc(Cl)cc3C2c2ccccc2)CN1 (stereo unspecified)	?	-2%	-2%	-2%	-7%	-7%	-0.2%	-7%	-9%	5%	-8
CCCc1ccc(-c2cc(NC(=O)CSc3n[nH]c(N)n3)n(-c3ccccc3)n2)cc1	?	.	4%	3%	4%	0%	0.2%	6%	-3%	7%	-26
Cc1nnc(Nc2ccc(Cl)cc2)s1	0%	1%	2%	27%	-2%	-4%	4.8%	18%	-2%	-2%	3
COc1cccc(/C=N/NC(=O)c2cc3c(OC)cccc3[nH]2)c1OC	?	0%	4%	-1%	-5%[46.1 µM]	0%	-0.7%	-27%	-1%	-1%	-10
CC1(C)CC2(CC(C)(C(=O)CSc3nc4ccccc4s3)OC2=O)C(=O)O1 (stereo unspecified)	-2%	.	-1%	-1%	0%	-1%	-0.9%	0%	-6%	1%	-17
CCc1ccc(CN/C=C/C(=O)c2ccc(Br)cc2)cc1	6%	0%	2%	5%	-1%	1%	0.3%	?	1%	-10%	7
Cc1cccc(C2=NN(c3ccc(Br)cc3)[C@@H](C(=O)N3CCOC3=O)[C@@H]2c2ccccc2)c1	9%	15%	3%	.	2%[46.1 µM]	-2%	-0.9%	9%	-4%	-9%	22
O=c1c2ccccc2oc2nc(C3CCCCC3)n(Cc3ccco3)c(=O)c12	?	-3%	-6%	?	-1%	2%	0.5%	?	3%	-3%	2
CC1(C)c2ccccc2N2CC(=O)NC21/C=C/c1ccco1 (stereo unspecified)	-13%	-1%	1%	-1%	-2%	?	3.7%	9%	0%	3%	17
COc1ccc(CN(C(=O)CN2C(=O)COc3ccccc32)C2CCCC2)c(OC)c1	-5%	2%	1%	?	.	-1%	-0.2%	?	1%	8%	3
COc1ccc2[nH]c3c(NCCN4CCCCC4)ncnc3c2c1	-2%	.	1%	2%	.	2%	-0.1%	?	.	-34%	-6
CCCCN1CC(=O)N2[C@H]3c4cc(OC)ccc4OC[C@@H]3[C@H](C(=O)OCC)[C@]2(C)C1=O	5%	4%	-1%	0%	-5%	-4%	-0.1%	1%	-2%	-9%	-14
Cc1ccc(S(=O)(=O)N2CCC(C(=O)NCCc3ccccn3)CC2)cc1	2%	3%	2%	-5%	6%	2%	-0.1%	-10%	-1%	8%	3
C#CCOc1c(Br)cc(/C=C2/C(=O)ON=C2C)cc1OCC	-3%	-5%	-7%	12%	-42%	2%	0.7%	1%	-6%	11%	-1
CC1CCN(C(=S)NC(=O)c2ccco2)CC1	?	2%	0%	-14%	1%	-8%	0.2%	?	-1%	17%	2
O=C1N/C(=C/c2ccc(N3CCOCC3)cc2)C(=O)N1Cc1ccc(F)cc1	?	3%	4%	0%	-5%	-4%	0.2%	8%	-1%	3%	-1
Cc1cc(N/C=C/C(=O)c2cccs2)ccc1F	?	?	3%	4%	-3%	-7%	0.5%	?	-6%	5%	13
N#Cc1nc(COc2ccccc2Cl)oc1NCc1ccco1	0%	0%	1%	1%	1%	2%	-0.1%	-5%	0%	1%	2
Cc1cc(C)c(C#N)c(SCCS(=O)(=O)c2ccc(C(C)(C)C)cc2)n1	13%	-3%	-2%	-4%	0%	0%	0.0%	-2%	-2%	4%	4
O=C1N=C(N2CCCCC2)S/C1=C\c1cn[nH]c1-c1ccccc1	?	11%	0%	-4%	5%[46.1 µM]	1%	-1.5%	-10%	-1%	6%	-15
CCOC(=O)c1ccc2c(c1)nc(-c1ccc(F)cc1)c1nccn12	1%	5%	2%	-1%	1%[46.1 µM]	-1%	-0.1%	-5%	-5%	1%	-2
S=C1NCCOCCOCCOCCOCCNC(=S)N2CCOCCOCCN1CCOCC2	-1%	.	1%	-1%	-9%	-3%	-0.4%	9%	0%	1%	-1
COc1ccc(CC2(CO)CCN(Cc3nc(C(C)C)cs3)CC2)cc1	-19%	3%	-6%	1%	3%	1%	-0.3%	?	0%	-15%	-5
Cn1c(CNC(=O)c2ccco2)nnc1SCC(=O)Nc1ccc(Br)cc1F	0%	-4%	1%	-16%	1%[46.1 µM]	0%	-1.7%	9%	-1%	5%	-4
Cc1ccc(S(=O)(=O)CCN2CCN(c3ccccc3)CC2)cc1	0%	-2%	1%	8%	0%	3%	0.2%	2%	-3%	2%	-2
Fc1ccccc1NC(=S)NCc1ccccc1	0%	-2%	-2%	-16%	2%	3%	-0.1%	15%	-4%	4%	-15
CC(=O)c1ccc(NC(=O)C2CCCN(S(=O)(=O)c3cccc4nonc34)C2)cc1 (stereo unspecified)	?	1%	-1%	-6%	1%	-10%	-0.1%	20%	-6%	-1%	0
CCN(CC)CCn1c(=S)[nH]c2cc(Cl)ccc2c1=O	1%	-5%	3%	-2%	.	3%	0.1%	4%	-3%	1%	21
CCC(=O)NC1OC(CO)C(O)C(O)C1O (stereo unspecified)	0%	-5%	-1%	-1%	-1%	0%	0.1%	4%	0%	-1%	-8

Compounds were not picked by outcome. About 3% of those tested had a hit in this group.
